Source: PubChem BioAssay
EPAC1 agonist = EPAC1 (human) agonism; Potency, µM (doses to about 154 µM), for the others: at the top dose activation, hits mostly activators; 360,000 compounds, 0.073% hits; O95398; EPAC1 agonist qHTS, biochemical assay; response scale: 100% = response to 6.5 mM cAMP; also: potency is read from the fitted curve at half-maximal effect; nearly all actives have a fitted effect of over 60% in size
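Fluorescent GDP-exchange assay: 100 nM EPAC1 with 250 nM Rap1B preloaded with BODIPY-GDP and 50 uM GDP; compounds tested as concentration series, 5 min at room temperature, then read every 5 min for 30 min (ex 480/em 540 nm); normalized to 6.5 mM cAMP.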
WRN helicase inh = blocks human WRN helicase; Q14191; WRN helicase unwinding, fluorescent forked duplex, kinetic; Potency, µM (series often up to 114 µM), inactives show at the top dose activity change, negative = inhibition, actives largely listed as inhibitors; 360,000 compounds, 0.46% hits; also: potency is read from the fitted curve at half-maximal effect; % is scaled to controls: 0 for no effect and ±100 for the full control effect; nearly all actives have a fitted effect of over 55% in size
Target sequence (Q14191 whole entry, looked up): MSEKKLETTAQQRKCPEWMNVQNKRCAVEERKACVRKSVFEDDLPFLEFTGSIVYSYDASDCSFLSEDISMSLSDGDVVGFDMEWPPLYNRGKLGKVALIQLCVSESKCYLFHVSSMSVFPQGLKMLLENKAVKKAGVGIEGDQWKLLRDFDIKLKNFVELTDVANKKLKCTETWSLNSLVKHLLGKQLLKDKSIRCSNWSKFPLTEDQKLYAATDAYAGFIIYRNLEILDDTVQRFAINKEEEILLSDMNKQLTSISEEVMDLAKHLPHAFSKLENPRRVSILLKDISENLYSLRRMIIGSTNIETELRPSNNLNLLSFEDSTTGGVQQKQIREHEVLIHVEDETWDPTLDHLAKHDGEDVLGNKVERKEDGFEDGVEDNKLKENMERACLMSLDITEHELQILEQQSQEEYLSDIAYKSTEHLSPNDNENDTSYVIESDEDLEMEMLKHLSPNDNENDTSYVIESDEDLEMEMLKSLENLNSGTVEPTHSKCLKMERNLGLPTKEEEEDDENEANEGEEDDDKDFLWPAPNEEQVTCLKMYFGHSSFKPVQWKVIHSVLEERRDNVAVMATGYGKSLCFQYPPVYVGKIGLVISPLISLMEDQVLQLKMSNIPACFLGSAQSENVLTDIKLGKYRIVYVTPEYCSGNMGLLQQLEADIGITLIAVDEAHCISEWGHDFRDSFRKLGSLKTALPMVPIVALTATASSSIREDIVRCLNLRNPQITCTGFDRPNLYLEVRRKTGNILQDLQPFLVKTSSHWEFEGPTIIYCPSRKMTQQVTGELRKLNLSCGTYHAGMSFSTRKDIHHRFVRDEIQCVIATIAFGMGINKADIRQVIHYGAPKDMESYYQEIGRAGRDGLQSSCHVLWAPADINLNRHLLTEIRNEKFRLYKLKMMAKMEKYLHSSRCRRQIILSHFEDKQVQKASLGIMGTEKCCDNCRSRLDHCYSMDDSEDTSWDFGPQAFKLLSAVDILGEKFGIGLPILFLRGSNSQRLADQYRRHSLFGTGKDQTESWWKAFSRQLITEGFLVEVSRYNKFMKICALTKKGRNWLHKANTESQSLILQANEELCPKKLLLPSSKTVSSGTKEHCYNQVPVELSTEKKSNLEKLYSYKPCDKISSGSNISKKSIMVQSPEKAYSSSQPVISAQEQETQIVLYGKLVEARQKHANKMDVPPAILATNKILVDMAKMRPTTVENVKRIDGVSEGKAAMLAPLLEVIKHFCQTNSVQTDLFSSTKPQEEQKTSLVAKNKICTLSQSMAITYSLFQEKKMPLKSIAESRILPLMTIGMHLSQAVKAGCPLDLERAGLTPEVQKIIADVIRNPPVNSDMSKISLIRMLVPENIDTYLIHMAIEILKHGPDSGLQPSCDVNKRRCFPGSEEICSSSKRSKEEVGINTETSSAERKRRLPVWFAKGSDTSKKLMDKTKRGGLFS
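Enzyme (20 nM final) and test compound sit together 15 min at room temperature before substrate addition. Substrate is a single-forked duplex oligonucleotide (100 nM) labelled with fluorophore and quencher, with 2 mM ATP; helicase unwinding raises red fluorescence, read kinetically.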
IL-2 act = activates IL-2 in a cell-based reporter assay; 360,000 compounds, 0.065% hits; AID 652025; IL-2 activation reporter assay, cell-based qHTS; stimulated with anti-CD3/CD4/CD28 beads; in transgenic mouse T cells; activation, % (series mostly up to about 46 µM); in the data active = activation above about 50%; inconclusive = mostly about 30% to 49%; also: 0% is about no effect
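Readout is EGFP and DsRed signal by fluorescent plate cytometry after 18 h at 37 degrees C. Transgenic mouse T cells (750/well) received compound for 60 min before bead stimulation (anti-CD3, anti-CD4, anti-CD28); memory T cells served as non-tolerant control.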
Abeta rescue = A-beta toxicity reversal in yeast. 410,000 compounds, 0.063% hits. yeast expressing A-beta42, growth rescue, OD600, 48 h; response scale: 0% DMSO, 100% iron-clioquinol control. Potency, µM (series often up to 46.1 µM), inactives show at the top dose growth rescue, hits mostly activators. AID 1347071; also: potency is read from the fitted curve at half-maximal effect; nearly all actives have a fitted effect of over 55% in size
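Yeast A-beta toxicity model in growth medium with pinned compounds, 48 h at 30 C; growth read as absorbance at 600 nm. Normalized to FeCl3/clioquinol equimolar mix (positive) and DMSO (negative).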
aSyn rescue = inhibitors of alpha-synuclein toxicity in yeast | Yeast expressing alpha-synuclein, growth rescue, BacTiter-Glo, 24 h | Potency, µM (titrated, usually from 46.1 µM), for the others: at the top dose growth rescue (activation), hits mostly activators | 370,000 compounds, 0.14% hits | AID 652106; also: potency is read from the fitted curve at half-maximal effect; % of control where 0% means no effect; nearly all actives have a fitted effect of over 65% in size
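Readout is rescue of growth in alpha-synuclein-expressing yeast, so inhibitors of toxicity appear as activators. Growth after 24 hr at 30 deg C in galactose medium is quantified by luminescence.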
PI5P4K alpha inh = blocks human PI5P4K alpha kinase activity; PI5P4Kalpha enzyme, ADP-Glo luminescence, 60 min; active compounds read low; 330,000 compounds, 1.2% hits; max response, %; AID 652105; P48426; active = max response of -50% or lower; inconclusive = between -30% and -50%; inactive = -30% or higher; also: value at the top dose of about 77 µM; % is scaled to controls: 0 for no effect and ±100 for the full control effect
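Human PI5P4Kalpha with substrate in 0.038 M HEPES pH 7.4, 0.28 mM EGTA, 0.1% CHAPS, 5% DMSO; reaction started with 5 microM ATP (final), 60 min at room temperature. ADP formed read by ADP-Glo luminescence.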
EPAC1 antag = EPAC1 (human) antagonism | O95398 | EPAC1 GEF assay, Rap1b-BODIPY-GDP exchange fluorescence | Potency, µM (series often up to 115 µM), inactives show at the highest dose activity change, negative = inhibition, actives largely listed as inhibitors | 360,000 compounds, 0.14% hits | AID 720709;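 also: potency is read from the fitted curve at half-maximal effect; plate controls were vehicle for no effect and positive control for full effect; nearly all actives have a fitted effect of over 50% in size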
PLK1 PBD inh = PLK1 (human) polo-box domain binding inhibition; Plk1 PBD binding of FITC phosphopeptide, fluorescence polarization; Potency, µM, for the others: max response, negative = inhibition, most hits filed as inhibitors; 360,000 compounds, 2.8% hits; also: potency is read from the fitted curve at half-maximal effect; series mostly up to about 57 µM; % is scaled to controls: 0 for no effect and ±100 for the full control effect; nearly all actives have a fitted effect of over 65% in size
FUS suppressor = rescues growth of FUS-expressing yeast; S. cerevisiae FUS-expressing, growth rescue, OD600, 24 h; Potency, µM (highest dose often 76.6 µM), inactives show at the top dose growth rescue (activation), actives largely listed as activators; 390,000 compounds, 0.24% hits;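 also: potency is read from the fitted curve at half-maximal effect; plate controls were DMSO vehicle for no effect and reference control for full effect; nearly all actives have a fitted effect of over 55% in size; some results filed as inactive show a strong effect at the top dose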
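Steps: raffinose overnight preculture; dilution to OD 0.005 in 2% galactose minimal medium; compound addition (concentration series); 24hr at 30C, 99% humidity; absorbance read at 600 nm.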
* marks the source's active call; other numbers are inactive results; ? = inconclusive; · = no result given; & = joins results of further samples; [ ] = dose if it differs, or a comment. Unless noted, calls follow the shape of the dose curve; as a rule, active = well fitted curve in the direction sought with a large enough effect; inconclusive = small, poorly fitted or top-dose-only effect, or another doubt; inactive = no such curve, though single readings can be large; an effect the other way counts as inactive or inconclusive.

SMILES | EPAC1 agonist | WRN helicase inh | IL-2 act | Abeta rescue | aSyn rescue | PI5P4K alpha inh | EPAC1 antag | PLK1 PBD inh | FUS suppressor
C=CCN1CN=C(NS(=O)(=O)c2ccc(NC(C)=O)cc2)NC1 | 2.2% | -7.2% | 0.4 | 7.0% | 2.8% | 1.1 | 1.1% | -3.0% | -36.0%
O=C(N/N=C/c1cc([N+](=O)[O-])ccc1O)C1CC1 | -12.6% | -8.6% | 0.9 | -0.7% | 17.0% | -2.0 | -1.9% | -0.3% | -3.6%
O=C(CCN1CCCCC1)N1CCc2c([nH]c3ccccc23)C1c1cccnc1 (stereo unspecified) | 2.0% | 3.1% | -2.1 | 0.1% | 0.5% | 18.5 | 1.1% | 3.8% | ·
COc1ccc(/C(=N\O)c2ncc(C(F)(F)F)cc2Cl)cc1 | -1.8% | -11.8% | 0.6 | 5.1% | -12.8% | 6.8 | 6.9% | 1.3% | 10.9%
COC(=O)[C@@]1(C)[C@H]2C(=O)N(C)C(=O)[C@H]2[C@H]2CN=C(SC)N21 | -11.1% | -3.3% | 0.0 | -1.2% | 0.8% | 6.5 | 1.4% | -2.1% | -27.7%
Cc1ccc(Cn2c(C(=O)O)cc3sccc32)cc1 | 7.7% | -24.8% | -3.6 | 8.9% | 10.4% | -8.6 | -9.1% | -3.6% | ·
O=C(COc1ccccc1)N(Cc1ccco1)C1CCS(=O)(=O)C1 (stereo unspecified) | -6.5% | -3.4% | 1.8 | 17.9% | -11.7% | · | 10.1% | -2.3% | 8.5%
COc1ccccc1Cc1c(-c2cccc(Cl)c2)nc2ccc(Cl)cn12 | -13.9% | -13.1% | -0.1 | -47.9%[inhibitor] | -9.1% | 4.2 | -7.5% | 0.0% | 35.1%
O=C(CN1CCN(c2ccccc2O)CC1)NNC(=O)c1ccc(Cl)cc1 | 5.3% | -11.7% | 0.8 | 11.7% | -7.7% | ? | -0.4% | -2.0% | -4.2%
O=C1CCC[C@@H]2C=C[C@H](c3ccc(Br)cc3)[C@H]3CCN1[C@@H]32 | -8.1% | 8.0% | -1.0 | -30.3% | 6.1% | -2.7 | -11.0% | -12.1% | 12.6%
CCOC(=O)[C@]12CCC=C1N(Cc1ccccc1)C(=O)[C@H](CC(=O)N1CCSCC1)C2 | -4.6% | 0.9% | -0.3 | -8.6% | -0.6% | 4.7 | -5.0% | -10.8% | 21.8%
O=C(O)c1cccc(S(=O)(=O)Nc2ccccc2N2CCOCC2)c1 | 3.9% | -2.4% | 1.8 | 1.9% | 0.1% | 4.3 | 7.4% | -13.7% | -19.3%
O=C1c2oc3ccccc3c(=O)c2C(c2cccnc2)N1CCCN1CCOCC1 (stereo unspecified) | 4.1% | -2.7% | 0.6 | 8.8% | 1.6% | 9.0 | 7.5% | -11.2% | -10.5%
O=C(CN1C(=O)C(=O)N(Cc2ccccc2)C1=O)Nc1cc(Cl)cc(Cl)c1 | 6.7% | -5.9% | 0.5 | -6.0% | -0.8% | 20.7 | ? | -20.2% | 10.1%
CCCC(=O)NC(Nc1ccc(S(=O)(=O)Nc2cc(C)on2)cc1)(C(=O)OCC)C(F)(F)F (stereo unspecified) | -5.3% | 4.2% | 1.1 | 17.0% | 0.5% | · | 4.7% | 2.8% | 17.8%
CC(C)(C)NC(=O)C(OC(=O)c1cccs1)c1ccccc1 (stereo unspecified) | -3.5% | 8.5% | -0.5 | 7.2% | 11.8% | -9.4 | 7.7% | -3.4% | -28.3%
Cc1ccc(NC(=O)Cn2nnc(C(=O)NCc3cccs3)c2N)cc1 | -6.1% | 3.6% | 0.9 | 13.1% | 3.7% | 0.1 | -5.2% | 1.0% | 17.7%
COC(=O)[C@@]12CCCN1[C@H](c1ccc(-c3ccc(OC)cc3)cc1)[C@@H]1C(=O)N(C)C(=O)[C@@H]12 | -20.0% | -7.1% | -0.4 | -1.5% | 0.9% | -3.7 | -6.4% | 3.1% | ?
O=C(Nc1ccc2c(c1)OCO2)c1cc(C2CCCCN2C(=O)c2ccccc2)on1 (stereo unspecified) | 8.0% | 0.1% | 2.4 | 17.9% | 2.2% | -4.8 | -7.4% | 0.8% | -6.7%
C=CCOC(=O)C1=C[C@@H](c2ccc3c(c2)OCO3)C[C@@H](OCc2ccc(CO)cc2)O1 | 2.7% | -8.9% | 0.0 | -41.6%[inhibitor] | 5.7% | -8.8 | -2.6% | -25.8% | 31.6%
CCn1c(=S)sc2c(=O)n(CC(=O)NC(C)CCc3ccccc3)c(C)nc21 (stereo unspecified) | -0.2% | -0.7% | -0.9 | 8.2% | -4.3% | 1.3 | 3.0% | -9.8% | 13.6%
Cc1cccc(C)c1NC(=O)C1C2C=CC(C2)C1C(=O)O (stereo unspecified) | 0.8% | -12.4% | 2.7 | 8.9% | 0.6% | -3.0 | -2.0% | -4.9% | -26.1%
CC(=O)c1cccc(-c2csc(N3CCC(C(N)=O)CC3)n2)c1 | -24.0% | · | 0.3 | 0.0% | · | · | -14.1% | · | -7.6%
COC(=O)c1ccccc1CC1SC(N)=NC1=O (stereo unspecified) | -5.4% | 6.1% | 1.7 | -8.8% | 0.7% | -5.8 | 15.0% | 2.7% | -20.3%
O=C(CSc1cccc(C(F)(F)F)c1)N1CCN(S(=O)(=O)c2ccccc2)CC1 | 12.3% | -9.4% | -2.2 | -1.8% | 0.0% | · | -9.1% | -8.7% | 23.7%

Carrying on:
SMILES | EPAC1 agonist | WRN helicase inh | IL-2 act | Abeta rescue | aSyn rescue | PI5P4K alpha inh | EPAC1 antag | PLK1 PBD inh | FUS suppressor
Cc1cnc(CNC(=O)c2csc(COCCO)n2)cn1 | -7.4% | 1.1% | -0.2 | 7.2% | 10.0% | -2.3 | -7.6% | -3.4% | -15.6%
CC(C)(C)NC(=O)C(Cc1ccccc1)N1C(=O)c2ccccc2C1=O (stereo unspecified) | -1.4% | 5.1% | 0.4 | 1.0% | 1.1% | -8.5 | -5.2% | 3.8% | -13.6%
COc1ccc(C2=NO[C@@H]3[C@@H]4C[C@@H]([C@H]5C(=O)N(C)C(=O)[C@@H]45)[C@H]23)cc1 | 2.7% | 1.3% | 1.5 | -5.5% | 2.8% | 1.3 | -0.4% | -4.8% | -3.6%
O=C(OC1CCCCC1)c1ccc(NC(=O)C2CCCCC2)cc1 | 8.4% | -12.2% | 2.1 | 2.7% | -9.9% | 9.4 | -4.2% | -4.4% | -1.9%
O=C1CCCCC1S(=O)(=O)c1ccccc1 (stereo unspecified) | 10.8% | 13.1% | 0.3 | -2.4% | -2.8% | 1.6 | 12.2% | -7.5% | ·
O=c1c2cccnc2[nH]c(=S)n1Cc1ccccc1 | 6.4% | 6.3% | 0.9 | -4.3% | ? | -6.1 | -8.0% | -26.9% | 11.9%
COc1ccc(N2CCN(C(=O)COC(=O)c3ccc(Cl)nc3)CC2)cc1 | -7.9% | 3.1% | 0.2 | -5.3% | -0.6% | -4.4 | 14.1% | 83.7%[activator] | 7.7%
CS(=O)(=O)Nc1cccc(NC(=O)c2ccc(-c3ccc(F)c(F)c3)c3ccoc23)c1 | -4.1% | -4.2% | -0.7 | -15.1% | -0.3% | -0.2 | -3.5% | 4.5% | ?
Cc1ccccc1-n1nc(-c2cccnc2)cc1C(=O)NN | 1.8% | -9.3% | 0.3 | 10.3% | 0.9% | -3.4 | -5.9% | -9.2% | 3.8%
COc1ccccc1-c1nnc(C2CCN(S(=O)(=O)c3cccc([N+](=O)[O-])c3)CC2)o1 | -0.9% | -1.2% | 0.0 | · | 2.5% | -6.0 | -14.8% | -13.2% | ?
COC(=O)Nc1ccc2ncn(C)c(=O)c2c1 | -0.4% | -2.8% | -0.9 | 14.6% | 0.5% | 6.7 | -0.4% | -2.9% | -25.2%
COc1ccc(-c2nn(CCC#N)cc2/C=N/O)cc1 | -3.2% | 1.1% | -1.4 | -13.5% | -0.4% | -5.6 | ? | 1.0% | 10.7%
O=C(Nc1ccc(SC(F)F)cc1)c1ccc(F)cc1 | -6.9% | 2.3% | 0.3 | 3.4% | -12.7% | 6.8 | -5.3% | -5.6% | -29.2%
Cc1cc(C)c(N(C(=O)c2csnn2)C(C(=O)NC2CCCC2)c2ccncc2)c(C)c1 (stereo unspecified) | 8.0% | -2.0% | 1.9 | 0.6% | -0.5% | 4.6 | 1.8% | -2.4% | 4.2%
Cc1cc(C(=O)N[C@H](c2ccccc2)[C@@]2(C)C[C@@H]2[C@@H](C)C(=O)Nc2ccc3ccccc3c2)no1 | -2.8% | 0.8% | -0.4 | 8.9% | 9.9% | -7.1 | 4.7% | 1.5% | ?
CCCCNC(=S)N1CCN(c2ccc(C(C)=O)cc2)CC1 | -1.2% | -4.7% | -2.2 | 5.4% | -5.3% | 5.0 | -34.7% | -9.6% | -20.9%
COc1ccc(S(=O)(=O)N2CCOCC2)cc1NC(=O)COC(=O)CCOc1ccc(C)cc1 | 0.3% | -10.2% | -0.3 | 6.5% | 4.7% | 0.1 | -8.8% | -7.4% | ?
CN(Cc1ccco1)C(=O)Cn1c(=O)oc2cc(S(=O)(=O)NCc3ccccc3)ccc21 | 0.8% | -0.4% | -3.8 | -16.0% | -1.9% | 0.8 | -10.3% | -10.2% | -1.3%
CO/N=C(\C(=O)N[C@@H]1C(=O)N2C(C(=O)O)=C(COC(C)=O)CS[C@H]12)c1csc(N)n1 (stereo in doubt) | -4.6%&-10.6%&-11.6% | ? | 2.6&0.4&-0.1 | -14.9%&-16.0%&-26.8% | -3.6%&-5.3%&-5.5% | ? | -8.4%&-3.4%&8.7% | -9.8%&-25.3%&0.0% | 28.7%&6.8%&25.2%
